# Compound activity from PubChem.
# Tb PGK inh = qHTS Assay to Find Inhibitors of Phosphoglycerate Kinase; Potency, µM (titrated, usually from 57.5 µM), for the others: top-dose activity change, negative = inhibition, hits mostly inhibitors; 380,000 tested, 0.043% active; Phosphoglycerate kinase, glycosomal (Trypanosoma brucei brucei), P07378; PGK/GAPDH coupled, Kinase-Glo luminescence, 60 min; note: % is set by controls: 0 for no effect and ±100 for the full control effect; nearly all actives have a fitted effect of over 60% in size
# Target sequence (P07378 whole entry, looked up): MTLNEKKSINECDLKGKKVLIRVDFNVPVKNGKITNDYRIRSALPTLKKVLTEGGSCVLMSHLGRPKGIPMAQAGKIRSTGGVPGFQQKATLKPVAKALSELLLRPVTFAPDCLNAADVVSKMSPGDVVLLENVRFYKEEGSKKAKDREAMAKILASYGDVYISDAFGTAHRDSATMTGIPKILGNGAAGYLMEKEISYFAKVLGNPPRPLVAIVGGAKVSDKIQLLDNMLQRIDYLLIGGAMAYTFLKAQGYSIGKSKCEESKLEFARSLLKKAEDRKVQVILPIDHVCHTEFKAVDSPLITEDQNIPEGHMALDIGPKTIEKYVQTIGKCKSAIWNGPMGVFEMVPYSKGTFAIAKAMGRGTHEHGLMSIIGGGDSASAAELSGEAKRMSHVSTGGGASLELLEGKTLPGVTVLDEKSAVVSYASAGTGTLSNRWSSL
#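 Luminescent ATP detection (Kinase-Glo Plus) follows a 60-minute room-temperature incubation, with wells lacking PGK as controls. Buffer: 100 mM TEA (pH 7.6), 5 mM MgCl2, 0.01% Tween-20. Coupling enzyme GAPDH (100 nM final) supplies unstable 1,3-BPG in-well.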
# HP1b binding inh = HTS for Inhibitors of HP1-beta Chromodomain Interactions with Methylated Histone Tails; Potency, µM (highest dose often 114 µM), for inactives: at the highest dose activity change, negative = inhibition, actives largely listed as inhibitors; 390,000 tested, 0.56% active; AlphaScreen HP1-beta / biotin-H3K9me3 peptide binding; note: nearly all actives have a fitted effect of over 70% in size; inactives centre near 23
# Target sequence (P83916 whole entry, looked up): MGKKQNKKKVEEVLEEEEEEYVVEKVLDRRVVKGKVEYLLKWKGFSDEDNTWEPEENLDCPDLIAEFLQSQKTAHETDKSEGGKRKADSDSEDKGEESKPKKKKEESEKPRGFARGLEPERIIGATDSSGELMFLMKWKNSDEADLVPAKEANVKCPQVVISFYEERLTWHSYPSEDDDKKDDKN
#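 AlphaScreen: HP1-beta (50 nM) preformed 30 min with biotin-H3(1-18)K9me3 peptide (50 nM) in PBS pH 7.4, 0.01% Tween-20. Compound added for 30 min at RT, then streptavidin donor/nickel chelate acceptor beads (10 ug/mL) for 30 min.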
# JMJD2A Tudor = qHTS Assay for Inhibitors of JMJD2A-Tudor Domain; 390,000 tested, 4.4% active; AlphaScreen JMJD2A-Tudor / H3K4me3 peptide binding; AID 504339, 2011; Potency, µM (titrated, usually from 114 µM), inactives show at the top dose activity change, negative = inhibition, hits mostly inhibitors; Lysine-specific demethylase 4A (Homo sapiens), O75164; note: % is set by controls: 0 for no effect and ±100 for the full control effect; nearly all actives have a fitted effect of over 50% in size
# TrxR1 inh = qHTS Assay for Inhibitors of Mammalian Selenoprotein Thioredoxin Reductase 1 (TrxR1): qHTS; recombinant rTrxR1, NADPH fluorescence consumption, selenite substrate; Thioredoxin reductase 1, cytoplasmic (Rattus norvegicus), O89049; Potency, µM (top dose mostly 114 µM), inactives show top-dose activity change, negative = inhibition, actives largely listed as inhibitors; 390,000 tested, 1% active; AID 588453, 2011; note: % is set by controls: 0 for no effect and ±100 for the full control effect; nearly all actives have a fitted effect of over 65% in size
#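 Rat TrxR1 (90 nM in the dispensed reagent) was pre-reduced with 400 uM NADPH for 5 min at room temperature, then incubated with compound for 15 min. After 400 uM selenite was added, NADPH fluorescence (Ex 340/Em 450 nm) was followed for 8 min.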
# RGS4 inhibitor = Inhibitors of Regulator of G Protein Signaling (RGS) 4: qHTS; Regulator of G-protein signaling 4 (Homo sapiens), P49798; Transcreener GDP fluorescence polarization, RGS4-accelerated GTP hydrolysis; Potency, µM (doses to about 114 µM), inactives show at the highest dose activity change, negative = inhibition, actives largely listed as inhibitors; 390,000 tested, 0.039% active; note: % is set by controls: 0 for no effect and ±100 for the full control effect; nearly all actives have a fitted effect of over 75% in size; some results filed as inactive show a strong effect at the top dose
# Target sequence (P49798 whole entry, looked up): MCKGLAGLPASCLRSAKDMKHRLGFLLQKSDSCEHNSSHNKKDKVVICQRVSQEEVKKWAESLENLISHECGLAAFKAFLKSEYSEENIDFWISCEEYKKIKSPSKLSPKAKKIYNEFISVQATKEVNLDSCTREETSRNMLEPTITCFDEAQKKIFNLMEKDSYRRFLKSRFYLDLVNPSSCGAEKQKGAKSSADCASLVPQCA
#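 MLSMR compounds (23 nl, pin-transferred) preincubated 10 min at room temperature with a 500nM (2x) first reagent, then RGS4 at 900nM (2x) plus Transcreener GDP mix added; fluorescence polarization (620/688 nm) read before and after 90 min at 30 °C.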
# 12-LOX inh = Primary qHTS assay for inhibitors of human arachidonate 12S-lipoxygenase (ALOX12): Round 2 | Polyunsaturated fatty acid lipoxygenase ALOX12 (Homo sapiens), P18054 | purified 12hLO, xylenol orange hydroperoxide absorbance | Potency, µM (series often up to 108 µM), for the others: top-dose activity change, negative = inhibition, usual class: inhibitors | 580,000 tested, 1.1% active | AID 1671190, 2021; note: % is set by controls: 0 for no effect and ±100 for the full control effect
#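 Purified human 12hLO (150 nM final) in 25 mM Hepes, 0.01% Triton X-100, pH 7.0 was preincubated 15 min at room temperature with compound. Then 40 uM arachidonic acid was added, 30 min. Hydroperoxide was read by Fe-XO absorbance ratio 573/405 nm.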
# ERG-DNA inh = qHTS for Small Molecule Inhibitors of the ERG Ets/DNA interaction. fluorescence polarization, His-ERG Ets domain / labelled DNA. Potency, µM (titrated, usually from 76.9 µM), for the others: at the top dose FP activity, negative = inhibition, usual class: inhibitors. 370,000 tested, 0.028% active. AID 624246, 2012; active = well fitted inhibition curve with a large enough effect in the polarisation, with a control signal flat; inconclusive = small, poorly fitted or top-dose-only effect, or effect the other way, or a change in a side signal; inactive = no such curve, though single readings can be large or run the other way; the % refers to the polarisation;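 note: polarization taken with two DNA probes labelled with fluorescein and Texas red; % of control where 0% means no effect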
#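 His-tagged ERG Ets domain (1 uM in the protein solution; 300mM KCl, 50mM Tris-HCl, 1mM EDTA, 1mM DTT, pH 7.5) received compound, then a probe mix of 5 nM fluorescein-DNA and 100nM Texas-615-DNA. Fluorescence polarization was read for both dyes.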
# Pin1 inhibitor = qHTS Assay to Find Inhibitors of Pin1 | Potency, µM (top dose mostly 115 µM), without a hit: at the top dose activity, negative = inhibition, usual class: inhibitors | AID 504891, 2011 | 390,000 tested, 0.009% active | Pin1 FP peptide displacement, HiFluor488, 10 min | Peptidyl-prolyl cis-trans isomerase NIMA-interacting 1 (Homo sapiens), Q13526; active = well fitted inhibition curve with a large enough effect in the polarisation, with a control signal flat, not every such curve was filed as active; inconclusive = small, poorly fitted or top-dose-only effect, or effect the other way, or a change in a side signal; inactive = no such curve, though single readings can be large or run the other way; the % refers to the polarisation; note: % is set by controls: 0 for no effect and ±100 for the full control effect
# Target sequence (Q13526 whole entry, looked up): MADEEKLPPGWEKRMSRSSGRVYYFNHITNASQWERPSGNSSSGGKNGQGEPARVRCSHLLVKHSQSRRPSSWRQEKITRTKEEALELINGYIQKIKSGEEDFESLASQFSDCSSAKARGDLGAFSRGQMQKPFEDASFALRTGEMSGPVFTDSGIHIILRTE
# GLS inh = qHTS for Inhibitors of Glutaminase (GLS); Potency, µM (titrated, usually from 45.5 µM), inactives show at the top dose activity change, negative = inhibition, most hits filed as inhibitors; Glutaminase kidney isoform, mitochondrial (Homo sapiens), O94925; GLS enzymatic activity, qHTS titration; 410,000 tested, 0.21% active; note: % is set by controls: 0 for no effect and ±100 for the full control effect
#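 Coupled fluorescence readout: glutamate oxidase/HRP/Amplex Red detect glutamate formed by hKGA from L-glutamine (1 mM solution added). Buffer 45 mM KH2PO4 pH 8.2, 0.02% Tween-20; reads at t0 and 30 min RT.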
# * = called active by the depositor; i = inactive; ? = inconclusive; . = not tested or not shown; & = joins results of further samples; ! = a repeat was not active; [ ] = another dose, or the depositor's remark. Unless noted, calls come from the whole dose curve; as a rule, active = well fitted curve in the direction sought with a large enough effect; inconclusive = small, poorly fitted or top-dose-only effect, or another doubt; inactive = no such curve, though single readings can be large; an effect the other way counts as inactive or inconclusive. Potency is the fitted concentration of half-maximal effect.
Tb PGK inh	HP1b binding inh	JMJD2A Tudor	TrxR1 inh	RGS4 inhibitor	12-LOX inh	ERG-DNA inh	Pin1 inhibitor	GLS inh	SMILES
-8%	-5%	-35%	1%	15%	?	3%	?	7%	Cc1cc(C)c2c(=O)cc(C(=O)Nc3ccc(S(=O)(=O)Nc4onc(C)c4C)cc3)oc2c1
-6%	30%	-11%	-9%	-22%	-21%	-9%	2%	2%	CSCc1ccc(C(=O)NCCSc2ccc(Br)cc2)cc1
-6%	24%	-18%	9%	-27%	28%	3%	-9%	2%	O=C(CCN1C(=O)C2CC=CCC2C1=O)Nc1cccc(Cl)c1 (stereo not given)
-10%	-3%	-27%	-15%	-15%	-17%	-3%	-1%	-5%	COC(=O)c1c(NC(=O)c2ccccc2[N+](=O)[O-])sc2c1CC(C)(C)NC2(C)C
4%	31%	-16%	12%	-2%	15%	-1%	-1%	-3%	COc1ccc(C(C(=O)NC2CCCC2)N(Cc2ccco2)C(=O)c2snc(C(N)=O)c2N)cc1OC (stereo not given)
4%	89%[activator]	-8%	16%	26%	.	-9%	-8%	-1%	CCNC(=O)c1ccc(CSc2nc3ccccc3s2)cc1
i	58%[activator]	11%	20%	-15%	17%	-6%	-5%	1%	O=C(CSc1ccc(Br)cc1)NC1CCCCCC1
0%	14%	-18%	-5%[57.1 µM]	-3%	287%[activator]	5%	-8%	2%	CC(NC(=O)CSc1nc2ccc(N)cc2s1)c1ccccc1 (stereo not given)
-6%	-26%	?	161%[activator][57.1 µM]	24µM*!	50µM*	-20%	-1%	64%[activator]	CC[C@@H]1Cc2cc(O)ccc2C2=C1c1ccc(O)cc1C[C@H]2CC
-7%	-27%	?	-2%	-6%	-3%	3%	-1%	3%	Cc1cc(C(=O)CN2C(=O)NC(C)(CC(C)C)C2=O)c(C)n1-c1ccc2c(c1)OCO2 (stereo not given)
i	19%	-30%	11%	-52%	-18%[57.4 µM]	.	?	-11%	CCOC(=O)Cc1csc(NC(=O)c2sc3nc4ccc(CC)cc4cc3c2N)n1
-6%	11%	1%	13%	6%	0%	-2%	3%	-3%	O=S(=O)(c1ccccc1)N1CCN(C(=S)NC2CCCC2)CC1
-8%	-2%	?	-7%	-5%	-12%	1%	3%	33%[activator]	Cc1ccsc1/C=N/Nc1nc2ccccc2[nH]1
5%	23%	-12%	-3%	8%	1%	26%	4%	4%	Cc1ccc(CNC(=O)C2CCCN(S(=O)(=O)c3cccc4nonc34)C2)cc1 (stereo not given)
0%	12%	-29%	4%	-44%	-1%	23%	?	-3%	Cc1nc(NC(=O)CSc2nnc(-c3ccccc3)c(-c3ccccc3)n2)c(Cl)cc1Cl
?	31%	-23%	16%	-8%	0%	-3%	-2%	8%	c1ccc2nc(-c3nc4ccccc4[nH]3)ccc2c1
-4%	9%	1%	-13%	13%	-1%	-1%	0%	5%	CN(Cc1cccc(F)c1)C(=O)c1ccc(NS(=O)(=O)c2ccc3[nH]c(=O)[nH]c3c2)cc1
-6%	35%	9%[57.1 µM]	-16%	3%	-1%	8%	1%	6%	C/C(=N/NC(=O)c1ccc2nc[nH]c2c1)c1cccs1
4%	54%&31%[activator]	2%&-4%	-10%	5%&13%	-1%	1%	-5%&-3%	0%	C=C1CCN(C(C(=O)OC)C(C)C)S(=O)(=O)c2ccc(F)cc21 (stereo not given)
i	66%[activator]	0%	5%	-4%	-20%	-15%	-7%	-5%	Nc1cc(Cl)ccc1C(=O)OCC(=O)N1CCCCCC1
i	25%	-19%	14%[0.457 µM]	1%	13%	-4%	1%	5%	O=C(c1cc(-c2ccc(Cl)c(Cl)c2)on1)N1CCOCC1
12%	8%	-34%	-22%	13%	-3%	-2%	0%	?	O=C(c1cc(C2CC2)nn1-c1ccccc1)N1CCN(c2ccccc2O)CC1
-6%	38%[activator]	-20%	50µM*	-8%	-15%	.	3%	10%	N#CC1(C#N)OC12CCS(=O)(=O)c1ccccc12 (stereo not given)
-3%	21%	-13%	1%	-4%	-16%	-2%	3%	1%	Cn1cc(Cl)nc1C(O)c1ccccc1 (stereo not given)
i	-11%	-16%	1%[57.1 µM]	17%	-4%	3%	3%	-2%	CS(=O)(=O)N1CCN(C(=S)NCc2ccc(Cl)cc2)CC1
i	8%	-13%	-1%	-10%	-13%	1%	15%	5%	C/C(=N\NC(=O)c1cc(Cl)ccc1O)c1ccc(Br)s1
-8%	38%[activator]	-6%	9%[57.1 µM]	-29%	-6%	-3%	-4%	-1%	Cc1ccc(-c2nc(CS(=O)CC(=O)NCCN3CCOCC3)c(C)o2)cc1 (stereo not given)
13%	59%[activator]	8%	-13%	-5%	0%	-2%	5%	11%	COC(=O)c1ccc(CSc2nnc(CNC(=O)c3ccccc3F)o2)o1
.	43%[activator]	2%	7%	-6%	?	3%	7%	-5%	O=c1[nH]c(SCc2ccc([N+](=O)[O-])cc2)nc2c1CCCC2
-1%	31%	5%[11.4 µM]	11%	-25%[11.4 µM]	30%[activator]	2%	-1%	3%	CCN(CC)S(=O)(=O)c1ccc(OC)c(NS(=O)(=O)c2ccc(F)cc2)c1
.	39%	-10%	2%	1%	1%	.	0%	0%	Cc1ccccc1CSCC(=O)NC(=O)NC(C)(C)C
8%	35%	4%	5%	3%	176%[activator]	3%	1%	-2%	CSCCC(NC(=O)c1ccccc1Cl)C(=O)NCc1ccncc1 (stereo not given)
-5%	53%[activator]	-22%	16%	0%	i	-4%	3%	21%	Cc1ccc(-n2ncc3c(NNC(=O)c4ccco4)ncnc32)cc1C
1%	23%	-5%	12%	-9%	-28%	0%	-2%	0%	O=C(NCc1ccccc1)C(c1cccs1)N(C(=O)c1csnn1)C1CC1 (stereo not given)
2%	14%	-5%	0%	37%	0%	-2%	-1%	8%	COCCN(C(=O)CC(C)(C)C)c1nnc(-c2cccnc2)s1
-7%	18%	-5%	15%[57.1 µM]	25%	?	4%	-6%	-1%	COc1ccc(C(=Cc2ccccc2[N+](=O)[O-])C(=O)O)cc1
-4%	9%[57 µM]	-19%	19%[57.1 µM]	9%	-11%	-3%	0%	-12%	Cc1cc(C)n2c(SCC(=O)Nc3cccc(S(N)(=O)=O)c3)nnc2n1
-6%	57%[activator]	-5%	-20%	25%	0%	-1%	0%	2%	CCc1ccc(-c2[nH]c3c(c2-c2c(-n4cccc4)n(C)c(=O)n(C)c2=O)c(=O)n(C)c(=O)n3C)cc1
1%	321%[activator]	168%[activator]	-2%	-4%	-12%	.	16%	4%	COc1ccc2nc(SCc3cccc(C)c3)nc(C)c2c1
-6%	28%	-18%	19%	5%	15%	-4%	-1%	-1%	CC(C)C[C@H]1CN=C(Nc2ccccc2)N1CC1CCCC1
-3%	-15%	?	?	?	-17%	6%	2%	-6%	Cc1ccccc1OCC(=O)N/N=C/c1ccc(N2CCOCC2)o1
2%	-10%	-8%[11.4 µM]	-15%[57.1 µM]	-4%[11.4 µM]	0%	-3%	?	5%	CC(C)CSc1nc(N2CCOCC2)c2c(c1C#N)CC(C)(C)SC2
-3%	21%	-2%	8%	-23%	13%	7%	0%	1%	CC(=O)NCCc1nc2cc(NC(=O)COc3cccc(C)c3)ccc2n1C
-4%[11.5 µM]	33%	-13%	6%	5%	1%	.	-6%	-4%	CC(C)OC(=O)N(C)c1ccc(C(O)(C(F)(F)F)C(F)(F)F)cc1
7%	39%[activator]	-23%	10%	-5%	?	-5%	1%	-1%	Fc1cccc(CCN2C(=S)NC[C@@H]2Cc2ccccc2)c1
-7%	-1%	-28%	22%	4%	0%	-1%	-4%	3%	CCc1ccc2c(c1)C(c1ccncc1)=NNC(c1ccccc1)=N2
-1%	-23%	-16%	-12%[11.4 µM]	-11%	11%	-4%	0%	7%	COc1cccc(C(N)=O)c1OC(=O)Cc1ccccc1F
4%	25%	-18%	-17%	18%	-1%	2%	1%	25%	CC1=NNC(=O)C1CC(=O)N/N=C/C(C)=C/c1ccccc1 (stereo not given)
-3%	-2%	-23%	-8%	4%	-7%	-9%	11%	11%	Cc1ccc(S(=O)(=O)c2cc(OC(=O)c3ccco3)ccc2OC(=O)c2ccco2)cc1
i	45%	-6%	20%	-36%	2%	2%	19%	-5%	COc1ccc(-c2csc(NC(=O)c3ccc(S(=O)(=O)N4CCc5ccccc5C4)cc3)n2)cc1

# TrxR1 inh: what is marked active above
Tb PGK inh	HP1b binding inh	JMJD2A Tudor	TrxR1 inh	RGS4 inhibitor	12-LOX inh	ERG-DNA inh	Pin1 inhibitor	GLS inh	SMILES
-6%	38%[activator]	-20%	50µM*	-8%	-15%	.	3%	10%	N#CC1(C#N)OC12CCS(=O)(=O)c1ccccc12 (stereo not given)

# Not all compounds are listed; the hit share may differ from the screen's.
